# CIT2 TOR yeast: modulators of CIT2-GFP expression in yeast, primary screen, S. cerevisiae, GFP fusion, multiplex flow cytometry, MLPCN library. S. cerevisiae CIT2-GFP strain, 3 h; 100 means same as DMSO wells. GFP response vs DMSO, % at 10 µM. hit rate 0.065% among 320,000. AID 2029, 2009;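 active = GFP response relative to DMSO above a set limit, near the screen mean plus 3 SD, cut at about 150% in these data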;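 note: ratio of well median GFP fluorescence to mean of DMSO wells on the plate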
# AGP1 TOR yeast: modulators of AGP1-GFP expression in yeast TOR pathway, primary screen, cell-based, multiplex flow cytometry, S. cerevisiae, MLPCN library. 3 h; GFP as percent of DMSO wells. AID 2066, 2009. GFP response vs DMSO, % at 10 µM. hit rate 0.02% among 320,000;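 active = GFP response relative to DMSO above a set limit, near screen average plus 3 SD, cut at about 150% in these data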;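 note: median GFP channel fluorescence of the gated AGP1 strain per well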
# Efflux pump inh: inhibitors of Candida efflux pumps in yeast, primary screen, S. cerevisiae, Nile Red, multiplex; inhibition, % at 10 µM; hit rate 0.44% among 330,000; S. cerevisiae Candida pump triplex;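 active = plate passing quality check with inhibition over a set limit, or well fluorescence over plate mean plus 4 SD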;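 note: Nile Red retained in pooled yeast measured as flow cytometry median fluorescence; 0% = buffer negative control and 100% = Enniatin B positive control; higher means more Nile Red kept so more efflux inhibition; some compounds called inactive have numbers as strong as hits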
# MEP2-GFP yeast: modulators of MEP2-GFP levels in yeast, primary screen, S. cerevisiae, multiplex flow cytometry, MLPCN library. S. cerevisiae MEP2-GFP strain, 3 h; 100% = DMSO control level. GFP response vs DMSO, % at 10 µM. hit rate 0.51% among 330,000. AID 2016, 2009;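 active = GFP response versus DMSO above a set limit, roughly screen mean plus 3 SD, cut at about 180% in these data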;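 note: median GFP fluorescence of the barcode-gated MEP2-GFP cells per well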
# RPL19A-GFP yeast: RPL19A-GFP expression modulators in yeast, primary screen, cell-based, S. cerevisiae, multiplex flow cytometry, MLPCN; AID 2025, 2009; S. cerevisiae RPL19A-GFP strain, 3 h; hits give low values; hit rate 0.3% among 330,000; percent response vs DMSO, % at 10 µM;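 active = percent response vs DMSO below 50%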;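 note: median channel GFP fluorescence of the barcoded RPL19A-GFP strain; ratio of sample median GFP to plate DMSO average so 100% = DMSO; lower means less RPL19A-GFP as with rapamycin TOR inhibition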
# AHR act: AHR activators, primary screen, cell-based, luminescence, luciferase reporter, human | AID 2796, 2010 | hit rate 2.5% among 320,000 | activation, % at 5 µM | AHR-responsive luciferase reporter cells | Aryl hydrocarbon receptor (Homo sapiens), P35869; in the data active = activation above about 47%;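 note: 0% = vehicle wells and 100% = reference agonist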
# Target sequence (P35869 whole entry, looked up): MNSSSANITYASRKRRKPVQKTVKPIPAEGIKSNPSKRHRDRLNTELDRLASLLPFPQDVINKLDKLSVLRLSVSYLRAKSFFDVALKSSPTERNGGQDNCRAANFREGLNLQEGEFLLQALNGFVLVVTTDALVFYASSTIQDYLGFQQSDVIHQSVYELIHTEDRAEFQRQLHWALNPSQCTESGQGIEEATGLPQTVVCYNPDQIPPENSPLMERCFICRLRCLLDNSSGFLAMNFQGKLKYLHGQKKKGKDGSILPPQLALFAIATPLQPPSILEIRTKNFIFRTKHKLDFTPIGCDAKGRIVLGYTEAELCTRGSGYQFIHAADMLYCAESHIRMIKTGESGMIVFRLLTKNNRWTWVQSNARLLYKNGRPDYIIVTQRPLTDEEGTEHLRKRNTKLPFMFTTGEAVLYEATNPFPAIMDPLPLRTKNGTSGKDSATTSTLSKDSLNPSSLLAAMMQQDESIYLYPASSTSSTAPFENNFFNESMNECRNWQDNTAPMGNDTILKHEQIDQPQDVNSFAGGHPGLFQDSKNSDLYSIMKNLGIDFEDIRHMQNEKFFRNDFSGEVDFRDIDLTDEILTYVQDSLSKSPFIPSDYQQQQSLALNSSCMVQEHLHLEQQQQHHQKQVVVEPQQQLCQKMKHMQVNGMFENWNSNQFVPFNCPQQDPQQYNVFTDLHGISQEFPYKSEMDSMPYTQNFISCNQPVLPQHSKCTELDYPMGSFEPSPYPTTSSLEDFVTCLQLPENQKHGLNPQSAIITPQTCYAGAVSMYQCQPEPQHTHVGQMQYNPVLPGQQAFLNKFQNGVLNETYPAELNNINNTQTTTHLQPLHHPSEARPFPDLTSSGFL
# LAP4 TOR yeast: modulators of LAP4-GFP expression in yeast, primary screen, S. cerevisiae, multiplex flow cytometry, MLPCN library; 3 h; median GFP as percent of DMSO wells; GFP response vs DMSO, % at 10 µM; hit rate 0.34% among 320,000; AID 2023, 2009;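 active = GFP response vs DMSO above a set limit, about the screen mean plus 3 SD, cut at about 150% in these data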
# CR mimetic SO: reduction of superoxide in aged yeast, primary screen, HTS | S. cerevisiae aged cells, superoxide DHE fluorescence; hits give low values | superoxide response (% of plate mean), % at 10 µM | hit rate 0.18% among 330,000;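 active = superoxide response under a set limit, about three screen SD below normal, cut at about 65% in these data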;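 note: yeast aged for seven days with compound at 30 °C before DHE staining; 100% = average MFI of all compound-treated wells on the plate with controls excluded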
# * marks the source's active call; other numbers are inactive results.
# Order of values: CIT2 TOR yeast, AGP1 TOR yeast, Efflux pump inh, MEP2-GFP yeast, RPL19A-GFP yeast, AHR act, LAP4 TOR yeast, CR mimetic SO
COc1ccccc1NCC(=O)NNCC(=O)Nc1ccc(F)c(Cl)c1
  99, 101, -0.1, 106, 100, 27, 101, 98
COc1ccc(OC(=O)Nc2ccc([N+](=O)[O-])cc2OC)cc1
  100, 89, 0.1, 110, 102, 2, 84, 106
COc1cccc(C(=O)OCn2nnc3ccccc3c2=O)c1
  107, 113, 0.0, 114, 106, -1, 129, 98
CCC(=O)OCC(=O)Nc1cc(C)c(C)cc1[N+](=O)[O-]
  99, 93, 0.0, 100, 99, 1, 85, 102
COc1ccc(CC2C(=O)OC(C)(C)OC2=O)c(Cl)c1OC
  103, 96, -0.1, 100, 99, 2, 99, 95
O=C(Oc1cc2oc(=O)c3c(c2cc1Cl)CCCC3)c1ccco1
  101, 97, -0.1, 101, 103, 1, 103, 97
Cc1cccc(OCc2nnc(SCC(=O)Nc3cccc(C(=O)N4CCOCC4)c3)o2)c1C
  97, 99, 0.9, 98, 96, 3, 93, 104
O=C(NCc1ccc2c(c1)OCO2)c1ccc(Br)o1
  93, 96, -0.2, 101, 98, 12, 99, 121
C=CCOc1ccc(-c2nc3c(c(=O)[nH]c(=O)n3CCC)n2CCCC)cc1
  101, 99, 0.1, 97, 97, 3, 90, 102
O=C(Cc1ccc([N+](=O)[O-])cc1)Nc1cccnc1
  100, 100, -0.1, 102, 98, 8, 100, 100

# Order of values: CIT2 TOR yeast, AGP1 TOR yeast, Efflux pump inh, MEP2-GFP yeast, RPL19A-GFP yeast, AHR act, LAP4 TOR yeast, CR mimetic SO
COc1ccc(C2=NOC(C(=O)NCc3ccc(F)cc3)C2)cc1 (stereo not drawn)
  109, 124, 0.1, 129, 119, 0, 133, 131
O=C(NNC(=S)NCc1ccccc1)c1cccc([N+](=O)[O-])c1
  99, 95, 0.0, 99, 101, -3, 90, 111
Cc1cccc(NC(=O)CSc2nc3[nH]c(=O)cc(O)c3s2)c1
  97, 98, 0.2, 96, 100, 2, 103, 86
O=C(CCN1C(=O)/C(=C/c2ccccc2Cl)SC1=S)N1CCOCC1
  107, 101, 0.1, 109, 106, 3, 97, 104
CCc1ccccc1NC1=NCC(=O)N1C1CCCC1
  94, 91, 0.1, 101, 98, 8, 80, 114
CCOc1ccc(N2C(=O)C3ON(C)C(c4ccc([N+](=O)[O-])cc4)C3C2=O)cc1 (stereo not drawn)
  98, 103, 0.5, 97, 96, -1, 104, 102
Cc1ccc(NC(=S)NNC(=O)c2nnn(-c3ccccc3)c2C)cc1
  97, 100, 0.5, 103, 106, -1, 91, 104
CCc1ccc(N(CC(=O)NC2CCCCC2)C(=O)CNC(=O)c2ccco2)cc1
  102, 99, 0.0, 99, 104, 0, 94, 92
Cc1nc2nc(C)c(CCC(=O)N3CCOCC3)c(C)n2n1
  102, 100, 0.1, 101, 103, 2, 100, 110
CCc1n[nH]c(=S)n1/N=C/c1cccc2ccccc12
  117, 108, -0.1, 106, 107, 15, 90, 109

# An excerpt from further up, for reference:
# Order of values: CIT2 TOR yeast, AGP1 TOR yeast, Efflux pump inh, MEP2-GFP yeast, RPL19A-GFP yeast, AHR act, LAP4 TOR yeast, CR mimetic SO
CCC(=O)OCC(=O)Nc1cc(C)c(C)cc1[N+](=O)[O-]
  99, 93, 0.0, 100, 99, 1, 85, 102
COc1ccc(CC2C(=O)OC(C)(C)OC2=O)c(Cl)c1OC
  103, 96, -0.1, 100, 99, 2, 99, 95
O=C(Oc1cc2oc(=O)c3c(c2cc1Cl)CCCC3)c1ccco1
  101, 97, -0.1, 101, 103, 1, 103, 97
Cc1cccc(OCc2nnc(SCC(=O)Nc3cccc(C(=O)N4CCOCC4)c3)o2)c1C
  97, 99, 0.9, 98, 96, 3, 93, 104
O=C(NCc1ccc2c(c1)OCO2)c1ccc(Br)o1
  93, 96, -0.2, 101, 98, 12, 99, 121
C=CCOc1ccc(-c2nc3c(c(=O)[nH]c(=O)n3CCC)n2CCCC)cc1
  101, 99, 0.1, 97, 97, 3, 90, 102
O=C(Cc1ccc([N+](=O)[O-])cc1)Nc1cccnc1
  100, 100, -0.1, 102, 98, 8, 100, 100
COc1ccc(C2=NOC(C(=O)NCc3ccc(F)cc3)C2)cc1 (stereo not drawn)
  109, 124, 0.1, 129, 119, 0, 133, 131
O=C(NNC(=S)NCc1ccccc1)c1cccc([N+](=O)[O-])c1
  99, 95, 0.0, 99, 101, -3, 90, 111
Cc1cccc(NC(=O)CSc2nc3[nH]c(=O)cc(O)c3s2)c1
  97, 98, 0.2, 96, 100, 2, 103, 86
O=C(CCN1C(=O)/C(=C/c2ccccc2Cl)SC1=S)N1CCOCC1
  107, 101, 0.1, 109, 106, 3, 97, 104
CCc1ccccc1NC1=NCC(=O)N1C1CCCC1
  94, 91, 0.1, 101, 98, 8, 80, 114
CCOc1ccc(N2C(=O)C3ON(C)C(c4ccc([N+](=O)[O-])cc4)C3C2=O)cc1 (stereo not drawn)
  98, 103, 0.5, 97, 96, -1, 104, 102
Cc1ccc(NC(=S)NNC(=O)c2nnn(-c3ccccc3)c2C)cc1
  97, 100, 0.5, 103, 106, -1, 91, 104
CCc1ccc(N(CC(=O)NC2CCCCC2)C(=O)CNC(=O)c2ccco2)cc1
  102, 99, 0.0, 99, 104, 0, 94, 92
Cc1nc2nc(C)c(CCC(=O)N3CCOCC3)c(C)n2n1
  102, 100, 0.1, 101, 103, 2, 100, 110

# Additional compounds:
# Order of values: CIT2 TOR yeast, AGP1 TOR yeast, Efflux pump inh, MEP2-GFP yeast, RPL19A-GFP yeast, AHR act, LAP4 TOR yeast, CR mimetic SO
O=c1[nH]c(=S)ccn1C1OC(CO)C(O)C1O (stereo not drawn)
  92, 100, 0.3, 98, 95, 1, 99, 117
COCCC(=O)N1CCC(Oc2ccc(C(=O)N3CCCCCCC3)cc2)CC1
  99, 102, 0.0, 97, 100, 0, 100, 118
COc1cc(/C=C/C(=O)O)cc(S(=O)(=O)NCc2ccco2)c1OC
  100, 104, 0.1, 101, 103, -1, 101, 101
CCC1(CC)NC(=O)N(CC(=O)Nc2cccc3ccccc23)C1=O
  95, 96, -0.2, 93, 97, 1, 92, 99
COc1cccc(CNC(=O)CC2C(=O)NCCN2Cc2ccoc2)c1OC (stereo not drawn)
  93, 101, -0.1, 101, 100, 0, 109, 92
CN(C)C(=O)CCN1CCOCC1
  107, 100, 0.0, 100, 95, -2, 97, 79
CN(C)S(=O)(=O)c1ccc(NC(=O)c2cc(F)c(F)cc2Cl)cc1
  95, 102, 0.1, 102, 96, -4, 94, 92
O=[N+]([O-])c1cc(/C=N/NC(=S)Nc2ccccc2Cl)ccc1Cl
  99, 100, -0.1, 98, 102, 16, 92, 99
Cc1cc(=O)oc2cc(OCC(=O)N3CCCC3)ccc12
  98, 108, 0.2, 107, 105, 0, 107, 110

# Bioassay records (PubChem BioAssay)
